# KCNK9 inh – KCNK9 potassium channel inhibitors, primary screen, HEK293 cells, thallium flux | FluxOR thallium flux fluorescence; hits give low values | B-score at 10 µM | 1.2% of 310,000 active | AID 488922, 2010;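 active = ratio B-score over 3 SD below the library mean, with starting fluorescence within 5 SD of its mean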;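 note: negative B-score means less thallium flux so channel inhibition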
# RGS4 inh – RGS4 inhibitors, primary screen, cell-based, HEK293 M3R inducible RGS4, calcium flux; Regulator of G-protein signaling 4 (Homo sapiens), P49798; Fluo-4 calcium flux; hits give high values; triggered by carbachol at its EC20; B-score at 10 µM; 0.45% of 310,000 active; AID 463165, 2010;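 active = B-score, a plate-corrected calcium signal, over three deviations above library mean, with baseline fluorescence within five deviations of library mean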;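 note: RGS4 expression induced by doxycycline in cells with stable M3 receptor; B-score is computed from the integrated fluorescence ratio over baseline after carbachol; higher B-score means a larger calcium signal and so more RGS4 inhibition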
# Target sequence (P49798 whole entry, looked up): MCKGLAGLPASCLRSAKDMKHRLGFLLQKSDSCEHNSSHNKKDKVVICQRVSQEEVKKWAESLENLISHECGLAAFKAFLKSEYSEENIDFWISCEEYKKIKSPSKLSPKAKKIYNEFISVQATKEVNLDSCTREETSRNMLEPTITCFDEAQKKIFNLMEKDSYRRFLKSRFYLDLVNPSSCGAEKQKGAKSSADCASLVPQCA
# hERG rescue – hERG rescue from dofetilide block, primary screen, cell-based, CHO-hERG, FluxOR thallium flux, dofetilide IC70; 0.51% of 310,000 active; dofetilide IC70 present; AID 1511, 2009; activation (rescue from dofetilide block), less the hit threshold, % at 10 µM; Voltage-gated inwardly rectifying potassium channel KCNH2 (Homo sapiens), Q12809;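 active = activation above the mean of controls blocked by dofetilide plus 5 SD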;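 note: thallium influx through hERG after potassium depolarization seen as dye fluorescence rise; in these data hits start at about 4.7%; inactives centre near -7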
# Dyrk1A ADPGlo – rat Dyrk1A kinase inhibitors, primary screen, biochemical, single point, plate reader | AID 504441, 2011 | ADP-Glo luminescence, NFATc1 peptide | 0.43% of 310,000 active | inhibition, % at 12.5 µM; in the data active = inhibition above about 50%;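 note: plate controls were vehicle with enzyme for no effect and no enzyme for full effect; many of its hits are not listed in these tables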
# KCNK3 block – human KCNK3 channel inhibitors, primary screen, CHO cells, FluxOR thallium flux, B-score | Potassium channel subfamily K member 3 (Homo sapiens), O14649 | 0.84% of 340,000 active | FluxOR fluorescence; hits give low values | B-score at 10 µM;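 active = B-score under library mean minus 4 SD, starting fluorescence ratio at most library mean plus 5 SD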;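 note: more negative B-score means stronger inhibition of thallium flux through KCNK3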
# Target sequence (O14649 whole entry, looked up): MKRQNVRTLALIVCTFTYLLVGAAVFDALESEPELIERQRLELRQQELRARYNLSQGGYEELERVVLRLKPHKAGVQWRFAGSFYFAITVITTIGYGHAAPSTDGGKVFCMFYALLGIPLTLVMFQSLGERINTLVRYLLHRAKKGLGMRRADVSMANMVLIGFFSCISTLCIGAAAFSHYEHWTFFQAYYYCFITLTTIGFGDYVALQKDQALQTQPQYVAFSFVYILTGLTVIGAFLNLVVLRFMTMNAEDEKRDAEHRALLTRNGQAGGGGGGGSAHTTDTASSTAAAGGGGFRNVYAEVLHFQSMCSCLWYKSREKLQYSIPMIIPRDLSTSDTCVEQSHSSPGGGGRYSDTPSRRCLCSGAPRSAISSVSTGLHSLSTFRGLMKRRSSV
# GSK3B inh – human GSK3beta kinase inhibitors, primary screen, biochemical, cell-free homogeneous, HTS | 0.038% of 300,000 active | GST-GSK3beta kinase, ADP-Glo luminescence, 60 min; hits give low values | activity score (negative = inhibition), % at 10 µM | AID 2097, 2009;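 active = more than half of replicate wells score below -50%, meaning over 50% inhibition versus plate controls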;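 note: 0% = median DMSO wells and -100% = median GW8510 positive control wells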
#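 Assay system: GST-fused GSK3beta enzyme, cell-free / Medium: Tris pH 7.5 buffer with MgCl2, DTT, BSA, heparin / Also added: peptide substrate plus 25 µM ATP (final) / Compound: 10 µM single point / Timing: kinase reaction with compound 60 min at room temperature / Detection: ADP-Glo luminescence / Benchmarks: DMSO neutral wells and GW8510 at 20 µM as positive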
# GSK3A inh – blockers of GSK3A enzyme activity – biochemical, luminescence, cell-free homogeneous, HTS, primary screen; GSK-3 alpha kinase, ADP-Glo luminescence, 60 min; AID 2650, 2010; Glycogen synthase kinase-3 alpha (Homo sapiens), P49840; inhibition, % at 10 µM; 0.1% of 320,000 active;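 in the data active = inhibition above about 50%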;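 note: GST-tagged GSK-3 alpha with peptide substrate and 25 µM ATP; 0% = DMSO neutral wells and 100% = GW8510 positive control wells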
# Target sequence (P49840 whole entry, looked up): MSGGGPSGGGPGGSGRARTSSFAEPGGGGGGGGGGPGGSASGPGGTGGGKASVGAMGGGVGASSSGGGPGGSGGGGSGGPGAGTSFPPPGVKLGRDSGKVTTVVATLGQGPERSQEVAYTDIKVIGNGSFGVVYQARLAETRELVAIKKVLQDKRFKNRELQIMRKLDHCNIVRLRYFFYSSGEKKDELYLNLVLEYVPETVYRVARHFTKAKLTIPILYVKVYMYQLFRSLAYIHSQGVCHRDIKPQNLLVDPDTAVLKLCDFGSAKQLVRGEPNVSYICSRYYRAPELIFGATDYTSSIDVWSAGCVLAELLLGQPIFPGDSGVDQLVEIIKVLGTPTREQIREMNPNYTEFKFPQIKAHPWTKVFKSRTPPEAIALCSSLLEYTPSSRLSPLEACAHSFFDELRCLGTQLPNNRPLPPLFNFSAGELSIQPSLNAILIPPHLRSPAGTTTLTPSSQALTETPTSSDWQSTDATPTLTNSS
# RGS4 pot – RGS4 potentiators or activators, primary screen, cell-based, HEK293 M3R inducible RGS4, calcium flux. carbachol calcium flux Fluo4; hits give low values. B-score at 10 µM. 0.92% of 310,000 active. AID 463111, 2010;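 active = B-score of the integrated calcium signal more than 4 SD below the library mean, with starting fluorescence not abnormally high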;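 note: negative B-score means reduced calcium response which marks RGS4 activation or potentiation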
#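 Test system: HEK293 cells with stable M3R and inducible RGS4; also added: carbachol at ECmax as muscarinic agonist stimulus; schedule: dye loading 30 min 37 °C, buffer rest 30 min RT; technique: kinetic calcium fluorescence imaging with Fluo4-AM dye, 2 µM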
# PolyA inhibitor – polyadenylation inhibitors in yeast reporter cells, primary screen, luminescence, S. cerevisiae; S. cerevisiae SKY197-pL101 polyadenylation reporter, beta-gal luminescence; efflux-impaired pdr1/pdr3 knockout yeast; score 100 = 6 SD above DMSO; calls only at 12 µM; 0.02% of 300,000 active;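 active = lowest replicate activity score at least 50, where 100 means six control SD above control mean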;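 note: yeast exposed to compound for 9 h at 30 °C; higher score means more reporter readthrough which indicates perturbed polyadenylation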
# KCNQ1 block – inhibitors of human KCNQ1 channel, primary screen, cell-based, thallium flux, high-throughput; 1.3% of 310,000 active; AID 2642, 2010; B-score at 10 µM; Potassium voltage-gated channel subfamily KQT member 1 (Homo sapiens), P51787; CHO-K1 KCNQ1, FluxOR thallium flux fluorescence; hits give high values;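 active = compounds whose thallium flux B-score, printed positive for inhibition, exceeds three library SD while starting fluorescence stays within three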;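 note: channel opened by potassium depolarization with thallium stimulus after 20 min compound exposure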
# KCNQ1 pot – potentiators or activators of KCNQ1 channel, primary screen, cell-based, thallium flux, high-throughput | AID 2648, 2010 | CHO-K1 KCNQ1, thallium flux FluxOR fluorescence; hits give high values | 0.35% of 310,000 active | B-score at 10 µM | Potassium voltage-gated channel subfamily KQT member 1 (Homo sapiens), P51787;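 active = fluorescence ratio B-score, a plate-corrected score, at least three library SD, with initial intensity B-score within 5 SD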
#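 Test system: CHO-K1 cells stably expressing KCNQ1 / Medium: assay buffer / Also added: depolarizing K+/Tl+ stimulus, K2SO4 and Tl2SO4 each 12.5 mM in 5x stock / Incubation: 90 min dye loading and 20 min compound exposure, both at room temperature / Signal: thallium influx via FluxOR fluorescence, kinetic imaging / Evaluation: B score of baseline-normalized fluorescence ratio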
# The depositor's hits bear a star; i = inactive; · = not tested or not shown. A portion of the library; rates above refer to the full screens.
Molecule,KCNK9 inh,RGS4 inh,hERG rescue,Dyrk1A ADPGlo,KCNK3 block,GSK3B inh,GSK3A inh,RGS4 pot,PolyA inhibitor,KCNQ1 block,KCNQ1 pot
Cc1cc(C(=O)N/N=C/c2cccc3ccccc23)c(C)o1,i,i,-3.3,-8.0,i,-2.8,-0.9,i,i,i,i
Cc1cc(C)c(NC(=S)N(CCN2CCCCC2)Cc2ccco2)c(C)c1,i,i,-3.1,-4.4,i,3.5,0.0,i,i,i,i
N#Cc1c(-c2ccc(Cl)cc2)ccnc1N1CCOCC1,i,i,-17.0,16.2,i,0.7,7.3,i,i,i,i
NC(=O)C1CCN(C(=O)Cc2ccc([N+](=O)[O-])cc2)CC1,i,i,-8.0,-1.9,i,1.3,1.4,i,i,i,i
Cc1ccc(-c2nc(C(=O)NC3CCCCCC3)no2)cc1,i,i,-3.9,-1.4,i,-0.3,-3.5,i,i,i,i
O=C(CCc1nc(-c2ccccc2Cl)no1)NCc1ccco1,i,i,-11.9,7.6,i,0.6,-3.1,i,i,i,i
O=C(c1cn2ccccc2n1)N1CCCC(Nc2ccc(F)c(F)c2)C1 (configuration not stated),i,i,-4.6,-3.3,i,3.0,-3.3,i,i,i,i
CCn1cc(CNC(=O)CCc2nnc(CCC3CCCCC3)o2)cn1,i,i,-5.7,0.5,i,1.7,-3.7,i,i,i,i
COc1ccc(Cl)cc1C(=O)NC1=NCCS1,i,i,-7.4,0.1,i,-1.5,0.9,i,i,i,i
Cc1nn(-c2ccc(N3CCOCC3)nn2)c(C)c1CCC(=O)NCc1ccccc1,i,i,-13.8,-3.0,i,2.0,-0.2,i,i,i,i
C=CCNC(=O)c1snnc1-c1ccccc1,i,i,-5.6,-1.6,i,3.0,0.2,i,i,i,i
c1ccc(-c2cnc(CSc3nnc4ccccn34)o2)cc1,i,i,-5.6,6.6,i,1.0,1.9,i,i,i,i
CC1(C)N=C(SCC(=O)Nc2ccc(Cl)cc2Cl)C(c2ccccc2)=N1,i,i,-1.9,-2.4,i,2.2,-4.2,i,i,i,i
Cc1cc(Cl)c2oc(C(=O)NC3CCC(O)CC3)c(C)c2c1 (configuration not stated),i,i,-3.8,14.0,i,0.4,0.2,i,i,i,i
Cc1ccc(C)c(N(C(=O)c2csnn2)C(C(=O)NC2CCCCC2)c2cccnc2)c1 (configuration not stated),i,i,-1.9,-2.3,i,0.4,-0.2,i,i,i,i
CCN1CCN(C(=S)NCC2CCCO2)CC1 (configuration not stated),i,i,-13.7,0.0,i,-1.7,-3.0,i,i,i,i
COc1ccc(CNC(=O)C2CCC(CNc3c(N4CCC(C)CC4)c(=O)c3=O)CC2)cc1 (configuration not stated),i,i,-8.1,-0.8,i,-0.5,-1.2,i,i,i,i
CN(C)C(=S)c1ccc(N(C)C)cc1,i,i,-19.4,-2.6,i,-2.7,-2.9,i,i,i,i
O=C(Nc1ccc2ccccc2c1)Nc1ccc2snnc2c1,i,i,-5.9,-3.3,i,-0.8,-0.3,i,i,8*,i
N#C/C(=C(/O)c1ccc(F)cc1)c1nc2ccccc2s1,i,i,-11.1,-5.1,i,0.6,-1.0,i,i,i,i
CC(C)(C)C(=O)c1sc2nc(-c3cccs3)cc(C(F)(F)F)c2c1N,i,i,-34.9,8.5,i,5.9,-1.7,-9.68*,i,i,i
CCC(NC(=S)NCc1ccc(F)cc1)c1ccccc1 (configuration not stated),i,i,-13.4,1.8,i,0.0,3.4,i,i,i,i
Cc1ccc(/C=N/NC(=S)NC2CCCCC2)o1,i,i,-16.5,3.6,i,2.8,-4.8,i,i,i,i
N#Cc1cc(-c2ccccc2)nnc1Sc1ccc(Cl)cc1,i,i,-5.1,0.5,i,0.4,·,i,i,i,i
Cc1ccc(OCc2ccc(C(=O)Nc3nc4ccccc4n3C)o2)c([N+](=O)[O-])c1,i,i,-9.0,0.8,i,-1.2,-1.4,i,i,i,i
O=C(CN1C(=O)/C(=C\c2cccc(Br)c2)Oc2ccccc21)NCCCN1CCOCC1,i,i,-18.4,3.8,i,-1.4,-0.3,i,i,i,i
O=C(O)c1cc2nc(-c3ccccc3)cc(C(F)(F)F)n2n1,i,i,-1.9,-4.6,i,-3.7,6.4,i,i,i,i
CC1(C)OC2OC(COC(=O)c3ccc([N+](=O)[O-])cc3)C3OC(C)(C)OC3C2O1 (configuration not stated),i,i,-11.4,·,i,1.0,-0.8,i,i,i,i
CCCCC(=O)Nc1nnc(SCC(=O)NC2CC2)s1,i,i,-10.2,-2.4,i,1.7,-1.4,i,i,i,i
O=C(NCCCn1ccnc1)C(=O)NCC1OCCN1S(=O)(=O)c1ccc(Br)cc1 (configuration not stated),i,i,-8.9,-1.8,i,-1.2,-0.9,i,i,i,i
N#Cc1c(-n2ccnc2)cccc1-n1ccnc1,i,i,-13.7,6.1,i,-0.7,-1.0,i,i,i,i
Cn1cccc1/C=C(/C#N)c1ccc(F)cc1,i,i,-5.5,-6.6,i,-0.2,1.3,i,i,i,i
CC1CCCN(C(=O)C(C)Nc2cc(Cl)ccc2N2CCOCC2)C1 (configuration not stated),i,i,-18.1,-5.7,i,1.3,-1.8,i,i,i,i
CCOc1ccc2c(c1)c(N=NC(=N)N)c(O)n2C,i,i,-6.5,1.4,i,0.8,2.3,i,i,i,i
CC(=O)OCCSc1c(-c2ccccc2)c2cc(Cl)ccc2[nH]c1=O,i,4.77*,-9.9,-0.5,i,-3.6,2.5,i,i,i,i
CC(C(=O)NCc1ccco1)n1ccc2cc(S(=O)(=O)N3CCCCC3)ccc21 (configuration not stated),i,i,-8.0,1.0,i,-4.3,3.7,i,i,i,i
COc1ccc(C2C(C(=O)c3ccccc3)=C(C)Nc3nc4ccccc4n32)cc1OC (configuration not stated),i,i,-7.6,-2.5,i,0.7,-2.0,i,i,i,i
Cc1cc(Br)ccc1S(=O)(=O)n1ccnc1C,i,i,0.2,1.3,i,2.0,-4.0,i,i,i,i
Cc1cc(C)nc(SCC(=O)Nc2cccc(S(=O)(=O)N(C)C)c2)n1,i,i,-11.3,-9.3,i,0.1,2.0,i,i,i,i
Cc1snc(SCc2ccc(F)cc2)c1C#N,i,i,-4.5,4.4,i,-0.1,-0.9,i,i,i,i
O=C(CSc1ncnc2c1oc1ccccc12)Nc1ccccc1F,i,i,-9.7,-3.5,i,0.8,-3.1,i,i,i,i
Cc1ccc(C)c(C(=O)COC(=O)CN2C(=O)C3C4C=CC(C4)C3C2=O)c1 (configuration not stated),i,i,-5.4,-4.8,i,·,-0.7,i,i,i,i
CCOC(=O)N1C=CC=C[C@@H]2[C@@H](N3C(=O)c4ccccc4C3=O)C(=O)N21,i,i,-8.0,-4.7,i,3.0,-5.5,i,i,i,i
COCCNc1ccc(S(=O)(=O)N2CCCC2)cn1,i,i,-7.3,27.0,i,-1.5,-5.1,i,i,i,i
COc1ccc(NS(=O)(=O)c2cc(NC(=O)c3cnc(C)cn3)ccc2N2CCCC2)cc1,i,i,-1.2,-3.1,i,-0.2,0.5,i,i,i,i
Cc1ccc(C(=O)CCS(=O)(=O)c2ccc(F)cc2)cc1,i,i,-2.9,-4.2,i,-1.5,-1.5,i,i,i,i
Cc1cc(C)nc(Nc2ncc(O)n2-c2ccc(C)c(C)c2)n1,i,i,-12.2,-1.9,i,-2.4,-1.9,i,i,i,i
COc1ccc(S(=O)(=O)NCC(=O)Nc2ccc3c(c2)OCCO3)cc1OC,i,i,-3.7,15.4,i,1.6,-0.8,i,i,i,i

# Not a retest: an excerpt of the list.
Molecule,KCNK9 inh,RGS4 inh,hERG rescue,Dyrk1A ADPGlo,KCNK3 block,GSK3B inh,GSK3A inh,RGS4 pot,PolyA inhibitor,KCNQ1 block,KCNQ1 pot
Cc1cc(C(=O)N/N=C/c2cccc3ccccc23)c(C)o1,i,i,-3.3,-8.0,i,-2.8,-0.9,i,i,i,i
Cc1cc(C)c(NC(=S)N(CCN2CCCCC2)Cc2ccco2)c(C)c1,i,i,-3.1,-4.4,i,3.5,0.0,i,i,i,i
N#Cc1c(-c2ccc(Cl)cc2)ccnc1N1CCOCC1,i,i,-17.0,16.2,i,0.7,7.3,i,i,i,i

# (cont.)
Molecule,KCNK9 inh,RGS4 inh,hERG rescue,Dyrk1A ADPGlo,KCNK3 block,GSK3B inh,GSK3A inh,RGS4 pot,PolyA inhibitor,KCNQ1 block,KCNQ1 pot
CCN1C(=O)CCC(C(=O)O)C1c1ccc(OC)cc1 (configuration not stated),i,i,-0.6,·,i,-1.2,-1.2,i,i,i,i
CC(C)N1C(=O)CC2(CC[N+](C)(CCOC(=O)C(c3ccccc3)c3ccccc3)CC2)C1=O (configuration not stated),i,i,-5.0,-6.7,i,-1.2,0.6,i,i,i,i
Cc1ccc(NC(=O)COc2ccc(/C=C3/SC(=Nc4ccccc4)N(Cc4cccnc4)C3=O)cc2)cc1,i,i,-7.7,-2.0,i,1.1,1.3,i,i,i,i
CCO[C@H]1OC(C(=O)NC2CC2)=C[C@@H](c2ccc(C(F)(F)F)cc2)[C@@H]1CCCO,i,i,-12.2,3.0,i,0.2,-2.0,i,i,i,i
